# Screens as filed in PubChem.
# UHRF1 MBD2 ctr: human UHRF1 methylated DNA binding inhibitors; Q96T88; UHRF1 binding to methylated oligo, TR-FRET; inhibition, % at 4.4 µM; 0.75% of 370,000 active; AID 687016; in the data active means inhibition above about 21%;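 further: UHRF1 SRA domain binding a hemimethylated CpG hairpin DNA probe; 0% = median of test compound wells and 100% = reference inhibitor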
# NR1D1 modulator: modulates human Rev-erb alpha binding to DNA; P20393; Rev-erbα–FITC-DNA binding, fluorescence polarization, 90 min; activity, % at 10 µM; 0.79% of 370,000 active; AID 1259318;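 active means activity above about 14%, limit read from the data; passing the limit was not always enough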;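 further: 0% = DMSO wells with 35 nM protein and 100% = DMSO wells with 750 nM protein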
# Tn7 DDE FP: inhibitors of Tn7 peptide binding to human fibrin DD(E); AID 720508; FP displacement of FITC-Tn7 peptide from fibrin DD(E); 0% = median of compound wells per plate; 0.13% of 370,000 active; P02675; inhibition, % at 8.3 µM;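 active means inhibition above the mean of compounds falling within the control limits plus 3 SD of them, cut at about 14% in these data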;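 further: 0% = plate median of compound wells and 100% = 10 µM Aha-Tn7 peptide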
# Target sequence (P02675 whole entry, looked up): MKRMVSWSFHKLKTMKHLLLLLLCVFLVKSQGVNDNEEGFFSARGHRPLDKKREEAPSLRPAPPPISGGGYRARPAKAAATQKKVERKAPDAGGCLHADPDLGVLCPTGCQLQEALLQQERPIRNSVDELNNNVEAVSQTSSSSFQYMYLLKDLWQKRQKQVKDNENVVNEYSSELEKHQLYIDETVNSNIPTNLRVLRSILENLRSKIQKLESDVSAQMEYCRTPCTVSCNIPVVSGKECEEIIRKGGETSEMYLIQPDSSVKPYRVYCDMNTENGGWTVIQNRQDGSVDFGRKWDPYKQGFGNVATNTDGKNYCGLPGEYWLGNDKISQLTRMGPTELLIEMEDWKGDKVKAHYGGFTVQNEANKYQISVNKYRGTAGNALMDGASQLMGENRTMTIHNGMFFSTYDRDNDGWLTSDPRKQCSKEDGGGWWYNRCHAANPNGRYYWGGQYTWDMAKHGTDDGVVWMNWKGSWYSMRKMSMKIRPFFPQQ
#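 Test system – human fibrin DD(E) · Times – 10 min preincubation, 3 h with tracer, room temperature · Detection – fluorescence polarization of the labelled Tn7 tracer · Measure – percent inhibition normalized to high-control wells · Benchmarks – high control wells with 10 µM unlabelled Aha-Tn7 peptide (full inhibition) · Repeats – singlicate testing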
# ASAP1 inh: inhibitors of human ASAP1 ArfGAP activity. ASAP1-stimulated ARF1 GTP hydrolysis, GDP FP detection. inhibition, % at 16.5 µM. 0.19% of 360,000 active. AID 624377; in the data active means inhibition above about 25%;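 further: 0% = vehicle with enzyme and substrate and 100% = no enzyme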
# Target sequence (Q9ULH1 325-724 limits assumed): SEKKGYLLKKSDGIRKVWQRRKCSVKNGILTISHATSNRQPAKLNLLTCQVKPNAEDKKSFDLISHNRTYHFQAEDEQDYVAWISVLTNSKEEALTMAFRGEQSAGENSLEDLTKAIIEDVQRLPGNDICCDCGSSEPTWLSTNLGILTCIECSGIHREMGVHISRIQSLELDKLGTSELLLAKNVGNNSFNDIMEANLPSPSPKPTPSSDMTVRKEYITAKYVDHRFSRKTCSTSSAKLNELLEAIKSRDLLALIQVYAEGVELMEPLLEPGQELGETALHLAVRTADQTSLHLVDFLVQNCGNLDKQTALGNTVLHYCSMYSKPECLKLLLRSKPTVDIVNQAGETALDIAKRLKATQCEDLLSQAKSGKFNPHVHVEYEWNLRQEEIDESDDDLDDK
# KLK7 zymogen act: activators of human kallikrein-7 zymogen; P49862; purified proKLK7, EDANS-DABCYL substrate fluorescence; 100% is mature enzyme control, 0% vehicle; activation, % at 7 µM; 0.9% of 370,000 active; AID 652039;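 active means activation above the mean of all tested compounds plus 3 SD, computed per campaign excluding outliers beyond control limits, cut at about 13% in these data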
# PLC-beta3 inh: PLC-beta3 (human) inhibition, primary screen. 0.18% of 370,000 active. inhibition, % at 12.2 µM. Q01970. Purified PLC-beta3, fluorogenic substrate, fluorescence; in the data active means inhibition above about 11%;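 further: 0% = median of compound wells on plate and 100% = full blocker control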
# Tn6 DDE FP: DD(E)-Tn6 binding inhibition, primary FP screen. P02675. Fibrin DD(E) TRITC-Tn6 fluorescence polarization displacement. inhibition, % at 8.3 µM. 0.21% of 370,000 active;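 active means inhibition above a per-campaign cutoff: mean of compounds within control limits plus 3 SD, cut at about 15% in these data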;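 further: 0% = median of all compound wells on the plate and 100% = blocking peptide control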
# PLCg1 inh: PLC-gamma1 (human) inhibition, primary screen. P19174. purified PLC-gamma1, fluorogenic substrate, fluorescence. inhibition, % at 12.2 µM. 0.84% of 370,000 active. AID 720700; in the data active means inhibition above about 9.5%
# ARFGAP1 inh: inhibits rat ARF GTPase activating protein 1; Q62848; Arfgap1-stimulated ARF1 GTP hydrolysis, GDP FP detection; inhibition, % at 16.5 µM; 0.26% of 360,000 active; AID 651572;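 active means inhibition above a per-plate limit, mean inhibition of low control wells plus 3 SD, cut at about 25% in these data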;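 further: 0% = DMSO wells with enzyme and 100% = wells lacking Arfgap1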
# Target sequence (Q62848 1-136 limits assumed): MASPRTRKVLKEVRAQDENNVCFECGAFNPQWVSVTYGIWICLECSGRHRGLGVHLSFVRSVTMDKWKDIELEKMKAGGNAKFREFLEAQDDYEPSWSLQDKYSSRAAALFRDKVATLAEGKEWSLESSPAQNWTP
#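 Replicates: Single well per compound | Assay system: Truncated rat Arfgap1 GAP domain | Control set: No-Arfgap1 wells (100%) versus DMSO full-reaction wells (0%) | Times: Enzyme reaction 120 min at 25 °C after 20 min preincubation | Reagent: Human ARF1(Δ1-17)-GTP substrate | Measured by: Tracer-displacement fluorescence polarization with EDTA stop, 620/688 nm | Measure: Percent inhibition of Arfgap1-stimulated GTP hydrolysis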
# sPLA2-III inh: Inhibits HGIII-sPLA2 liposome hydrolysis, primary screen; QFRET BODIPY PC-A2 liposome hydrolysis, fluorescence; AID 743126; Q9NZ20; 0.56% of 370,000 active; inhibition, % at 12.2 µM;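 active means inhibition above mean plus 3 SD of compounds lying within the high and low control bounds, cut at about 19% in these data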;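 further: 0% = median of test compound wells and 100% = no enzyme DMSO wells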
# Active calls of the source: *; . = not tested or not shown; + = active, no number.
SMILES,UHRF1 MBD2 ctr,NR1D1 modulator,Tn7 DDE FP,ASAP1 inh,KLK7 zymogen act,PLC-beta3 inh,Tn6 DDE FP,PLCg1 inh,ARFGAP1 inh,sPLA2-III inh
CCCCNC(=O)CS(=O)Cc1nc(-c2cccc(C)c2)oc1C (configuration not stated),-4,-4,1,0,0.5,0,-2,0,-7,4
Cc1c(N/N=C(\C#N)C(=O)c2ccc(Cl)cc2)c(=O)n(-c2ccccc2)n1C,-5,12,-3,17,0.7,0,-4,-2,-10,12
COc1ccccc1N(CC(O)COc1ccccc1C)S(=O)(=O)c1ccccc1 (configuration not stated),4,1,-12,16,0.4,4,-3,2,-1,-15
O=C(CSc1n[nH]c(-c2ccccc2)n1)Nc1ccccc1O,2,2,9,-10,0.0,-7,-11,9.9*,2,-20
COCCNc1nc(NCc2cnc(C)cn2)c2sccc2n1,6,-5,2,-5,-0.7,-9,-8,-1,7,22*
C=C(C)CN(Cc1ccccc1)C(=S)Nc1ccccc1,-1,0,-1,5,0.4,-2,6,-1,1,4
CCOCC(=O)Nc1cc([N+](=O)[O-])ccc1OC,-2,-1,2,-6,0.0,5,-6,2,-8,-6
Cc1nn(Cc2ccc(Cl)c(Cl)c2)c(C)c1NC(=O)c1cc(C2CC2)on1,1,10,-4,-1,0.4,-4,-1,-1,10,-6
CC(C)c1nc(C(=O)N2CCCC(N3CCN(c4cccc(Cl)c4)CC3)C2)cs1 (configuration not stated),-1,1,2,-2,0.5,-4,1,3,9,-5
Cc1ccc(S(=O)(=O)Nc2cc(C(F)(F)F)ccc2N2CCOCC2)cc1C,-3,12,3,-5,-0.1,0,6,1,6,1
Nc1nnc(SCC(=O)Nc2cccc3ccccc23)s1,3,3,5,-6,-0.2,-2,-8,4,-1,10
O=C(/C=C/c1cccc([N+](=O)[O-])c1)OCC(=O)N1CCOCC1,-1,1,-5,-1,0.2,-1,2,0,6,-5
COc1cc(C(C(=O)NC2CCCC2)N(Cc2ccccc2)C(=O)c2snc(C(N)=O)c2N)ccc1O (configuration not stated),6,1,5,-2,-0.5,-72,3,-42,4,-17
c1ccc(CCn2nnnc2CN2CCCc3ccccc32)cc1,-2,3,7,-1,0.8,-64,0,-47,6,5
Cc1cc(C)n(CC(=O)N/N=C/c2cccc([N+](=O)[O-])c2)n1,0,-3,-6,3,0.4,1,6,1,9,0
Fc1cccc(CSc2nnc3ccc(-c4ccncc4)nn23)c1,12,4,7,1,-0.4,-45,-3,-32,5,12
COCCCNC(=O)C(=O)NC1CCCCCC1,1,-2,1,-7,-0.7,-1,-3,4,1,8
Cc1ccc(NC(=O)C2CCN(C(=O)c3cccs3)CC2)c(C)c1,2,3,-2,16,0.1,-10,-1,-2,-2,2
CCOc1ccccc1-c1nnc(SCC(=O)NC2(C#N)CCCC2)o1,0,7,2,-1,-0.1,-2,-2,-1,-1,-5
O=C(CSCc1ccccc1Cl)NCCSc1ccccn1,-1,-2,-4,3,0.2,-1,-2,1,8,-2
COc1cccc2c1C(=O)c1c(O)c3c(c(O)c1C2=O)C[C@@](O)(C(=O)CO)C[C@@H]3O[C@H]1C[C@H](N)[C@H](O)[C@H](C)O1,94*,-3,19*,-9,1.4,-84,+,-64,-1,-56
COc1cc(/C=C2/SC(=NCc3ccccc3)N(Cc3ccccc3)C2=O)ccc1O,5,-2,-5,-4,-1.2,-182,-2,-218,5,-20
CC(=O)OCCN(CCCn1c(-c2ccncc2)nc2ccccc21)c1nc(CN2CCCCC2)cs1,2,-1,-9,2,-0.2,-7,1,-6,1,2
O=C(NCCSc1ccccn1)c1ccc(Cl)cc1Cl,-2,-2,3,14,0.5,-4,0,-1,2,0
COc1ccccc1N=NNc1ccccc1OC,-7,8,4,0,1.1,7,-5,6,2,9
CSc1ccc(C#N)cc1NC(=O)c1cccnc1Cl,-6,-3,-1,1,-0.3,3,-4,3,8,0
O=C1NCN(c2ccccc2)C12CCN(c1nnnn1-c1ccccc1)CC2,0,7,0,1,0.8,4,3,5,-1,0
C[C@@H]1CN([C@@H](C)CO)C(=O)CCCn2nncc2CO[C@@H]1CN(C)S(C)(=O)=O,-1,3,4,1,-0.3,4,3,2,6,0
O=C(CN1CCN(C2CCCCC2)CC1)Nc1ccccc1N1CCCCC1,7,-1,-3,-4,0.3,2,-1,10*,1,-3
CCCCC(=O)NC(c1ccccc1OC)c1ccc2cccnc2c1O (configuration not stated),-4,5,-8,-4,0.1,-15,5,-9,-8,31*
CC(=O)NC(Cc1ccccc1C)C(=O)NC1CCN(C(=O)c2ccc(C)cc2)CC1 (configuration not stated),1,0,7,-10,0.1,-5,2,-1,8,8
Cc1ccc(-c2[nH]nc(N)c2N=Nc2ccccc2C)cc1,-2,6,-3,27*,-0.1,-2,-5,8,19,-27
O=C(CSc1nccn1-c1ccc(Cl)cc1)N1CCCc2ccccc21,-2,0,8,-12,0.4,3,-4,3,3,-5
O=C1CC(N2CCOCC2)=NN1c1ccc([N+](=O)[O-])cc1,4,4,-4,-2,-0.3,-14,4,-7,19,-1
CCC(C(=O)Nc1cccnc1)n1c(=O)[nH]c2ccccc2c1=O (configuration not stated),2,1,1,-11,-0.5,-7,4,3,-3,5
COc1ccccc1NC(=O)c1ccc(NC(=O)C2COc3ccccc3O2)cc1 (configuration not stated),2,7,-4,0,-0.5,-23,-2,-8,9,-11
Cc1noc(C)c1COC(=O)C1COc2ccccc2O1 (configuration not stated),0,0,-5,1,-0.3,0,0,4,9,1
Cc1ccc2c(c1)N(CCC(=O)NC1CC1)C(=O)C(C)O2 (configuration not stated),6,-5,3,14,0.4,12*,2,6,8,4
Cc1nc2sc(C(c3cccs3)N3CCC4(CC3)OCCO4)c(O)n2n1 (configuration not stated),-4,5,-5,8,-0.3,1,2,2,4,-3
COc1ccc(OC)c(S(=O)(=O)N(C)CC(=O)Nc2ccc3c(c2)OCCO3)c1,-1,1,0,-5,-0.1,0,6,1,-4,-1
CC(C)CCn1cnc2c([nH]c3cccc(Cl)c32)c1=O,4,1,12,8,0.1,-1,-12,-2,-1,13
COCC#Cc1ccc2c(c1)O[C@@H](CN(C)C(=O)Nc1ccc(OC)cc1)[C@H](C)CN([C@H](C)CO)S2(=O)=O,0,-2,2,-1,-0.3,0,5,1,5,5
O=C(CNC(=O)[C@@H]1Cc2ccccc2CN1)NC1CCCCC1,3,-1,3,1,-0.5,-9,-4,-4,19,5
Cc1cc(NC(=O)CCC(=O)N(CC(=O)NCC2CCCO2)c2cccc(F)c2)no1 (configuration not stated),0,-2,0,-4,0.1,-6,4,-1,0,4
CCOC(=O)C1(C)CCCN(C(=O)c2ccc(OC)c(OC)c2)C1 (configuration not stated),-2,1,1,2,0.1,0,9,1,0,3
Cc1ccc(NC(=O)C2CCN(S(=O)(=O)c3ccc(N4CCCC4=O)cc3)CC2)cc1Cl,2,0,6,-5,0.6,-7,-5,-5,2,-31
COc1ccccc1OCc1ccc(C(=O)N/N=C/c2ccco2)cc1,-3,7,-9,-3,0.2,-7,-5,0,-2,1
COC(=O)c1ccc(CON2C(=O)c3ccccc3C2=O)cc1,1,1,-4,-5,0.2,0,6,0,1,0
CCOC(=O)N1CCC(N2Cc3cccc(C(=O)Nc4cccc(F)c4)c3C2=O)CC1,10,5,5,6,0.6,4,-2,-1,12,6
FC(F)(F)c1ccccc1NC(=S)NC1CCN(Cc2ccccc2)CC1,37*,2,1,6,-1.1,1,-3,-1,2,13
O=[N+]([O-])c1nn(-c2ccccc2)n(O)c1=NC1CCN(Cc2ccccc2)CC1,0,1,-9,2,0.7,-4,5,2,14,-6
COC(=O)c1cn(C(=O)c2cc(OC)c(OC)c(OC)c2)c2ccccc12,0,2,-4,3,-0.2,-5,3,2,-5,-1
CC(C)(C)c1ccc(-c2nnc(SCC(=O)c3ccc([N+](=O)[O-])cc3)n2-c2ccc(Cl)cc2)cc1,-1,-2,10,.,0.5,0,10,-2,.,-11
O=C(CN1CCC(O)(c2ccccc2)CC1)Nc1ccc2c(c1)OCCO2,0,4,5,-1,0.4,3,3,1,-5,4
Cc1cccc2cc(C#N)c(N3CCCC3)nc12,0,-15,-1,12,-2.3,-48,2,-43,-3,-1
CC(C)N(Cc1ccccc1)C(=O)COC(=O)c1ccc(O)cc1,3,-8,2,2,-0.3,-10,-4,0,8,-16
CC1CCN(C(=O)COC(=O)Cc2c[nH]c3ccccc23)CC1,1,-8,2,2,0.1,-5,21*,-1,-3,-43
CCc1cc(=O)oc2cc(C)cc(OCC(=O)N3CCC(C(=O)O)CC3)c12,-3,0,-4,6,16*,-361,4,-284,-4,-3
C=CCn1c(SCC(=O)Nc2ccccc2C)nc(O)cc1=O,5,2,3,-2,-0.2,-8,5,-1,-8,3
Cc1cc(C)c(C)c(OCCNCc2ccccc2)c1,2,-4,3,4,-0.7,-6,0,3,-1,9

# Additional results
SMILES,UHRF1 MBD2 ctr,NR1D1 modulator,Tn7 DDE FP,ASAP1 inh,KLK7 zymogen act,PLC-beta3 inh,Tn6 DDE FP,PLCg1 inh,ARFGAP1 inh,sPLA2-III inh
C[C@H](CO)N1C[C@H](C)[C@H](CN(C)S(=O)(=O)c2ccccc2C#N)OCc2cnnn2CCCC1=O,0,-6,-5,-13,0.1,3,-2,1,6,4
O=C(OCc1nc(-c2ccccc2)oc1COC(=O)c1ccco1)c1ccco1,-2,-4,2,-2,-0.5,-2,3,2,7,-11
CCCCCCn1c(N2CCN(c3ccccc3)CC2)nc2c1c(=O)[nH]c(=O)n2C,4,3,0,-5,0.5,-1,-2,0,-2,1
Cc1noc(C)c1S(=O)(=O)Nc1ccc(C(=O)NC2CCCCCC2)cc1,21*,-4,1,-4,-0.5,4,3,0,8,-8
O=C1NC(=Nc2ccccc2)SC1Cc1cccc(Cl)c1Cl (configuration not stated),8,-1,3,3,-0.1,-1,3,3,14,-16
COc1ccc(/C=N/NC(=O)c2cccc(NC(=O)c3ccccc3Cl)c2)cc1OC,7,-3,13,19,-0.3,-42,-6,-32,-6,0

# Some of these compounds in order of SMILES length, ascending.
SMILES,UHRF1 MBD2 ctr,NR1D1 modulator,Tn7 DDE FP,ASAP1 inh,KLK7 zymogen act,PLC-beta3 inh,Tn6 DDE FP,PLCg1 inh,ARFGAP1 inh,sPLA2-III inh
Cc1cc(C)c(C)c(OCCNCc2ccccc2)c1,2,-4,3,4,-0.7,-6,0,3,-1,9
O=C(OCc1nc(-c2ccccc2)oc1COC(=O)c1ccco1)c1ccco1,-2,-4,2,-2,-0.5,-2,3,2,7,-11
COc1ccc(/C=N/NC(=O)c2cccc(NC(=O)c3ccccc3Cl)c2)cc1OC,7,-3,13,19,-0.3,-42,-6,-32,-6,0
C[C@H](CO)N1C[C@H](C)[C@H](CN(C)S(=O)(=O)c2ccccc2C#N)OCc2cnnn2CCCC1=O,0,-6,-5,-13,0.1,3,-2,1,6,4
